# Compound activity from PubChem.
# A350 autofl: qHTS Assay for Spectroscopic Profiling in A350 Spectral Region; Compound autofluorescence, 340/450 nm, Alexa 350 dye-equivalents; hits give high values; max dye-equivalent concentration, M; hit rate 11% among 59,000; AID 590, 2007; in the data active = max dye-equivalent concentration above about 10 nM; inconclusive = mostly about 1.1 nM to 9.6 nM
# 4-MU autofl: qHTS Assay for Spectroscopic Profiling in 4-MU Spectral Region. AID 589, 2007. hit rate 11% among 59,000. compound autofluorescence, 340/450 nm, 4-MU equivalents; hits give high values. max dye-equivalent concentration, M; in the data active = max dye-equivalent concentration above about 10 nM; inconclusive = mostly about 1.1 nM to 9.6 nM
#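 Compounds in 100 mM Tris, pH 8.0, incubated 15 min at room temperature, then fluorescence read at 340 nm excitation/450 nm emission. Signal converted to 4-MU dye-equivalent concentration using an on-plate six-point 4-MU standard curve.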
# Fluorescein fluor: qHTS Assay for Spectroscopic Profiling in Fluorescein Spectral Region | Compound autofluorescence, 480/540 nm, fluorescein-equivalent; hits give high values | max fluorescein-equivalent concentration, M | hit rate 0.91% among 59,000; in the data active = max fluorescein-equivalent concentration above about 10 nM; inconclusive = between about 1.1 nM and that limit
#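 Library compounds, added at multiple concentrations to pH 8.0 Tris buffer (100 mM), incubate 15 min at room temperature before CCD imaging at 480 nm excitation and 540 nm emission.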
# Casp1 inh: qHTS Assay for Allosteric/Competitive Inhibitors of Caspase-1 | AID 900, 2007 | P29466 | hit rate 0.03% among 75,000 | Caspase-1 enzyme, Ac-WEHD-AFC fluorogenic rate | Potency, µM (highest dose often 57.5 µM), for the others: at the top dose activity change, negative = inhibition, usual class: inhibitors;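 note: potency is the fitted concentration of half-maximal effect; plate controls were vehicle for no effect and no substrate for full effect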
# Ub-GFP proteasome: Ubiquitin-GFP Assay; Ubiquitin-GFP reporter cells, proteasome inhibition, GFP fluorescence; response scale: untreated = 0%, 10 µM MG-132 = 100%; Potency, µM (top dose mostly 45.9 µM), for inactives: at the top dose activation (GFP accumulation), hits mostly activators; 67,000 tested, under 10 active; AID 526, 2006; active = well fitted activation curve with a large enough effect, not every such curve was filed as active; inconclusive = small, poorly fitted or top-dose-only effect, or another doubt; inactive = no such curve, though single readings can be large or run the other way; note: potency is the fitted concentration of half-maximal effect
#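 Proteasome block read as GFP accumulation: ubiquitin(G76V)-GFP U2OS cells exposed to compound (2.9 nM–46 uM) for 4 hr at 37 C. Normalization used untreated cells as 0% and 10 uM MG-132 as 100%; concentration-response curves fitted.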
# Casp7 inh: qHTS Assay for Allosteric/Competitive Inhibitors of Caspase-7. P55210. recombinant caspase-7, Ac-DEVD-AFC fluorescence rate. Potency, µM (titrated, usually from 57.5 µM), without a hit: at the highest dose activity change, negative = inhibition, hits mostly inhibitors. hit rate 0.02% among 75,000. AID 889, 2007; active = well fitted inhibition curve with a large enough effect in the main read-out, with a control signal flat, not every such curve was filed as active; inconclusive = small, poorly fitted or top-dose-only effect, or a change in a side signal; note: potency is the fitted concentration of half-maximal effect; % of control where 0% means no effect
# BRCT inh green: qHTS Assay for Inhibitors of BRCT-Phosphoprotein Interaction (Green Fluorophore); BRCA1 BRCT-phosphopeptide binding, green fluorescence polarization; Potency, µM (top dose mostly 76.9 µM), without a hit: at the top dose activity change, negative = inhibition, actives largely listed as inhibitors; hit rate 0.05% among 75,000; AID 875, 2007;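 note: potency is the fitted concentration of half-maximal effect; plate controls were peptide without protein for full effect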
#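 Fluorescence polarization: His-tagged BRCT (~35 kDa BRCA1 C-terminus, 250 nM) bound to 100 nM fluorescein-labeled phosphorylated 10-aa BACH1 peptide, pH 7.3 phosphate buffer with DTT and Tween 20. Compounds incubated 12 min at room temperature; inhibition read as lowered polarization.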
# Epigenetic mod: qHTS Assay for Epigenetic Modulators; hit rate 0.09% among 68,000; mouse C127i GFP locus derepression, cytometry, 30 h; Potency, µM (highest dose often 46.1 µM), inactives show at the top dose GFP derepression (activation); AID 597, 2007; note: % of control where 0% means no effect
#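 Locus derepression in mouse mammary C127i cells whose integrated CMV-GFP reporter is normally silent; GFP expression after 30 h compound treatment was quantified by counting fluorescent cells.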
# USP2a inhib: qHTS Assay for Inhibitors of Ubiquitin-specific Protease USP2a | hit rate 0.1% among 60,000 | USP2a enzymatic assay, qHTS inhibition | Ubiquitin carboxyl-terminal hydrolase 2 (Homo sapiens), O75604 | Potency, µM (series often up to 38.3 µM), without a hit: at the top dose activity change, negative = inhibition, actives largely listed as inhibitors;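 note: potency is the fitted concentration of half-maximal effect; nearly all actives have a fitted effect of over 60% in size; plate controls were DMSO for no effect and NEM full inhibition control for full effect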
#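 USP2 core (20nM final) preincubated 30 min RT with compound, then Ub-PLA2 20nM and NBD C6-HPC 20uM final added; buffer 20mM Tris-HCl pH 8.0, 2mM CaCl2. Fluorescence Ex 460/Em 535 read at 0 and 2.5 h; normalized to NEM.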
# HEK293 cAMP cs: qHTS Assay for Agonists of the Thyroid Stimulating Hormone Receptor: Activators of Intracellular cAMP Concentrations in Parental HEK 293; parental HEK293 CNG cAMP sensor, membrane potential fluorescence; Potency, µM (highest dose often 57.1 µM), without a hit: at the highest dose activation, hits mostly activators; hit rate 2.5% among 73,000; note: potency is the fitted concentration of half-maximal effect; % of control where 0% means no effect; nearly all actives have a fitted effect of over 55% in size
#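 Parental HEK 293 cells stably expressing a cAMP-gated CNG channel were loaded with membrane potential dye containing 100 uM RO 20-1724 for 60 min. Compound added for 30 min; depolarization read as fluorescence intensity at 590 nm.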
# BRCT inh red: qHTS Assay for Inhibitors of BRCT-Phosphoprotein Interaction (Red Fluorophore) | Breast cancer type 1 susceptibility protein (Homo sapiens), P38398 | AID 892, 2007 | hit rate 0.03% among 75,000 | BRCT-phosphopeptide binding, red fluorescence polarization | Potency, µM (titrated, usually from 76.9 µM), without a hit: at the top dose activity change, negative = inhibition, actives largely listed as inhibitors; note: % is set by controls: 0 for no effect and ±100 for the full control effect
#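 Rhodamine-labelled pBACH1 10-mer (100 nM) bound to BRCT domain (100 nM) at pH 7.3; compounds incubated 12 min room temperature, polarization read. Free peptide defines full inhibition; unlabelled decapeptide titrated as control.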
# Numbers without * were called inactive; i = inactive; ? = inconclusive; . = no result given; [ ] = remark or other dose. Unless noted, calls come from the whole dose curve; as a rule, active = well fitted curve in the direction sought with a large enough effect; inconclusive = small, poorly fitted or top-dose-only effect, or another doubt; inactive = no such curve, though single readings can be large; an effect the other way counts as inactive or inconclusive. Some of the compounds tested. The share of hits here may be higher or lower than overall.
SMILES,A350 autofl,4-MU autofl,Fluorescein fluor,Casp1 inh,Ub-GFP proteasome,Casp7 inh,BRCT inh green,Epigenetic mod,USP2a inhib,HEK293 cAMP cs,BRCT inh red
CCN(CC)S(=O)(=O)c1cccc(C(=O)N2CCCCC2)c1,?,i,i,-2%,-7%,1%,-0.6%,2%,3%,?,-2.6%
Cc1nnc(NC2CCCCC2)[nH]c1=O,i,i,i,0%,1%,2%,-0.7%,3%,-2%,3%,0.0%
Cc1cccc(-n2c(N)cc(=O)nc2SCC(=O)Nc2ccccc2)c1,i,i,i,1%,1%,3%,1.0%,2%,8%,5%,0.4%
Cc1cnc(-c2nnc(N(C)C(=O)c3ccncc3)s2)cn1,i,i,i,-2%,1%,1%,-2.9%,-1%,-2%,-1%,0.4%
Cc1c(NC(=O)Nc2ccc3c(c2)OCO3)c(=O)n(-c2ccccc2)n1C,i,i,?,-6%,1%,-1%,0.8%,11%,-5%,3%,-0.8%
CC1=C(C(=O)OCc2ccccc2)C(c2ccccc2-c2ccccc2)NC(=O)N1CCCCCC(=O)O (stereo not drawn),.,.,.,-2%,.,-10%,1.4%,.,.,2%,-0.6%
CCn1c2ccccc2c2nnc(SCCCn3c(=O)[nH]c4ccccc43)nc21,.,.,.,-2%,?,2%,0.1%,-7%,10%[7.66 µM],6%[11.4 µM],-0.5%
COc1ccc(OC)c(S(=O)(=O)N(C)CC(=O)O)c1,i,i,?,-1%,-2%,1%,-1.1%,2%,0%,-1%,-2.7%
Cc1ccc(NC(=O)NC(=O)CSc2nnnn2C)c(C)c1,i,i,i,4%,4%,0%,-0.3%,1%,7%,?,-3.9%
Clc1nccc2c1ccc1ccccc12,.,.,.,1%,.,2%,-1.7%,.,3%,.,-2.5%
COc1ccc(-n2c(=O)c(-c3cccs3)nc3cncnc32)cc1,i,i,i,-17%,2%,-25%,13%,8%[9.22 µM],144%[activator],6%,0.2%
CC1(C)CC(=O)C(C=NCCCO)=C(O)C1,.,.,.,-3%,24%,-1%,-1.9%,2%,-5%,16%,0.9%
COc1cccc(C(N)CC(=O)O)c1 (stereo not drawn),.,.,.,-2%,4%,0%,-1.0%,0%,-8%,19%,-0.4%
CS(=O)(=O)Nc1cccc(-c2cncnc2Nc2ccccc2)c1,i,i,?,-1%,-2%,-3%,-1.7%,-1%[9.22 µM],5%,-4%,-0.4%
C[C@@H](C(=O)O)c1ccc(N2Cc3ccccc3C2=O)cc1,i,i,?,1%[25.7 µM],2%[20.5 µM],1%[25.7 µM],-2.5%[34.4 µM],2%[20.6 µM],-9%[17.1 µM],15%[25.6 µM],-0.9%[34.4 µM]
OCC1OC([S-])[C@H](O)C(O)C1O.[Au+] (stereo partly drawn),.,.,.,-15%,.,?,-1.7%[3.08 µM],.,?,.,32µM*
Cc1cc(Br)ccc1NC(=O)CNC(=O)CSc1n[nH]c(N)n1,i,i,?,-1%,-4%,0%,-2.2%,-2%,2%,4%,0.4%
CCOC(=O)/C(C#N)=C(\N)C(C)C(=O)Nc1ccccn1 (stereo not drawn),i,i,?,1%,-3%,0%,-3.3%,-2%,0%,-5%,-0.7%
CCOc1ccc2[nH]c(=O)c(CN(CCN3CCOCC3)Cc3nnnn3C(C)(C)CC)cc2c1,1.5e-07M*,2.1e-07M*,i,-6%,4%,-5%,-1.4%,0%,7%,15%,-0.9%
CC(C)Cc1nnc(NC(=O)CSc2ncn[nH]2)s1,i,i,i,-2%,3%,0%,0.6%,3%,-2%,2%,0.2%
COc1ccc(Oc2ncc3nc(-c4cc(F)cc(F)c4)c(=O)n(C)c3n2)cc1,i,i,i,-1%,-4%,0%,-2.7%,0%[9.22 µM],68%[activator],20%,-2.1%
CCc1ccc2[nH]cc(C(=O)N3CCCCCC3)c(=O)c2c1,i,i,?,-1%,10%,1%,0.8%,-2%,9%,0%,1.0%
O=C(NCc1ccco1)c1csc(Nc2ccccc2Cl)n1,i,i,i,0%,13%,-4%,1.7%,0%,28%,11%,-0.3%
COc1cccc([C@@H]2Oc3ccc(OC)cc3/C(=N/O[C@@H](C)c3cc(-c4c(C)cc(C)cc4C)no3)[C@@H]2O)c1,.,.,.,0%[11.5 µM],.,0%[11.5 µM],1.0%[15.4 µM],.,.,-1%[11.4 µM],2.3%[15.4 µM]
CCOC(=O)c1cnc(SC)nc1Nc1cccc(F)c1,.,.,.,-2%,12%,-1%,2.5%,-2%,2%,6%,0.1%
O=C(CCN1C(=O)c2ccccc2C1=O)Nc1ccc(S(=O)(=O)NC2=NCCCCC2)cc1,i,i,?,0%,-3%,-2%,-2.6%,0%,0%,?,-0.3%
Cn1c(CNc2cccc(Cl)c2)nnc1SCC(=O)OC1CCCCC1,i,i,?,-3%,0%,1%,-2.3%,-2%,.,24%,-1.0%
CC(C)c1ccc(NC(=O)CSc2nnc(-c3ccccn3)n2C)cc1,i,i,i,1%,12%,-2%,1.9%,3%,17%,8%,-0.1%
C[C@H]1CC[C@H]2C(=O)N[C@H](Cc3ccccc3)C(=O)N2[C@@H]1c1ccccc1,.,.,.,?,.,1%[11.5 µM],1.4%[15.4 µM],.,.,1%[11.4 µM],1.2%[15.4 µM]
N#C[C@@H](N=Nc1ccccc1C(=O)O)C(N)=O,i,i,?,-2%[11.5 µM],-3%[9.17 µM],1%[11.5 µM],-1.2%[15.4 µM],7%[9.22 µM],.,4%[11.4 µM],-1.9%[15.4 µM]
Cc1noc(C)c1-c1nc(N(C)Cc2ccco2)c2ccccc2n1,i,i,?,-2%,-6%,-6%,-6.1%,11%[9.22 µM],89%[activator],-19%,0.0%
COc1ccc(CCn2c(-c3ccco3)nc3nc4ccccc4nc32)cc1OC,1.1e-08M*,4e-08M*,?,-1%,14%,0%,-1.1%,5%,16%,-7%,-1.3%
CC(C)Nc1ncnc2c1cnn2-c1ccccc1,.,.,.,-4%,-4%,2%,1.3%,.,.,?,0.4%
COc1ccccc1C1NC(=O)NC(C)=C1C(=O)Nc1cccc(C)c1C (stereo not drawn),.,.,.,-2%,14%,-5%,2.8%,.,.,3%,-2.3%
Cc1ccc(Cn2c(SCc3cccnc3)nc3c2c(=O)n(C)c(=O)n3C)cc1,i,i,i,0%,-4%,-2%,-2.9%,0%,-4%,6%,-1.0%
CCCn1nnc(NC(=O)COc2cc(C)ccc2C(C)C)n1,?,i,i,-1%,-4%,1%,-3.5%,-3%,4%,9%,-0.2%
CC(C)(C)c1ccc(OCC(=O)NCc2ccco2)c(Br)c1,i,i,i,-2%,-2%,-2%,-0.3%,2%,3%,?,1.7%
COc1ccc(CCNC(=O)c2cc(-c3cc(C)c(C)cc3O)n[nH]2)cc1OC,i,i,i,1%,-3%,-4%,-1.4%,0%,13%,11%,0.9%
CN1CCN(CC(O)COCc2ccc3c(c2)OCO3)CC1 (stereo not drawn),i,i,i,1%,-3%,7%,-1.6%,0%,-6%,?,1.3%
OC1CCN(c2c3c(nc4cc(-c5cccc(F)c5)nn24)CCCC3)CC1,5.6e-08M*,5.4e-08M*,?,-5%,-3%,-13%,-0.7%,2%,30%[activator],2%,0.5%
Brc1ccccc1-c1nnc(-c2cccnc2)o1,i,i,i,0%,-7%,1%,1.0%,0%,6%,12%,-3.7%
CCOC(=O)c1cnc(SCC(=O)N2CCc3ccccc32)nc1N,i,i,i,0%,2%,2%,0.8%,4%,4%,11%,-1.0%
COc1ccc(-n2c(=O)c(-c3cccc(F)c3)nc3cncnc32)cc1,i,i,i,-2%,4%,-5%,-1.0%,-3%[9.22 µM],56%[activator],?,0.5%
Cc1ccc(C(=O)O)cc1S(=O)(=O)N1CCOCC1,i,i,i,1%,-2%,1%,-0.1%,-2%,0%,0%,-0.9%
Cc1nc2nc(C)c(CCC(=O)N3CCc4ccccc43)c(C)n2n1,i,i,i,2%,-1%,-3%,-0.1%,-3%,3%,-5%[2.29 µM],-0.3%
CCCCc1cc2c(c(NC(=O)CC)n1)c(=O)oc1ccccc12,1.6e-08M*,1.7e-08M*,?,-2%,1%,-1%,-2.7%,0%,-1%,14%,-0.4%
COc1cc2c(=O)n(Cc3ccccc3)c(=O)n(CC(=O)NCC3CCCO3)c2cc1OC (stereo not drawn),i,i,i,1%,-6%,-4%,-1.5%,-4%,11%,8%,-0.3%
